Cneo AK release – Cryptococcus neoformans cell lysis inducers, primary screen, AK release luminescence, single concentration; C. neoformans lysis, adenylate kinase release luminescence, 4 h; normalised: neutral wells 0, clomiphene wells 100; lysis activity, % at 15 µM; 0.2% of 360,000 active; AID 651654, 2012;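 active means mean lysis activity across replicates of at least 80%, whatever share of replicates individually reach that level; inactive means mean lysis activity below 80%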
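Signal: Adenylate kinase release luminescence | Assay system: Log-phase Cryptococcus neoformans yeast cells | Input: Cells at 5 × 10^6 per mL | Buffer or medium: Fresh YPD growth medium | Compound: Single dose | Schedule: Static 4 h at 37 °C with compound, 1 h detection | Controls: Clomiphene | Read-out: Luminescence rise reflecting yeast cell lysis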
PGC1a acetyl inh – inhibitors of PGC1a acetylation signal, primary screen, cell-based, U2OS, AlphaScreen, inhibitor mode; AlphaScreen anti-acetyl-lysine; with virally co-expressed GCN5 acetyltransferase; inhibition, % at 15.6 µM; 0.17% of 350,000 active; AID 651687, 2012;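 active means every replicate shows inhibition of at least 40%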;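 further: 0% = neutral control wells and 100% = positive control wells; some results beyond the cut were filed as inactive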
SIRT5 inh – SIRT5 desuccinylase inhibitors, primary screen, biochemical, fluorescence imaging, single point, set 5 | 1.1% of 330,000 active | NAD-dependent protein deacylase sirtuin-5, mitochondrial (Homo sapiens), Q9NXA8 | Purified SirT5, succinyl-peptide AMC, trypsin-coupled fluorescence | inhibition, % at 15 µM; in the data active means inhibition above about 15%
Xi reactivation – activators of inactive X chromosome reactivation, primary screen, imaging, XiGFP fibroblasts, GFP high-content imaging, set 2; AID 743238, 2013; XiGFP mouse fibroblasts, % GFP-positive cells imaging, 3 d; cells co-treated with 5-aza-dC sensitizer; scaled so ellipticine positive control = 100%; activation, % at 7.58 µM; 0.055% of 360,000 active;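 active means mean normalized replicate activation at least 10% and every replicate at or above 10%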;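 further: 0% = median of on-plate neutral control wells and 100% = ellipticine 6 µM median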
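Material: XiGFP fibroblasts, SV40-immortalized. Buffer or medium: DMEM plus 5-aza-dC sensitizer. Compound: single concentration per compound, delivered by pin transfer. Times: 3 days compound exposure. Controls: ellipticine 6 µM.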
S100A4 inh HTS – inhibitors of S100A4-myosin IIA peptide binding, primary screen, biochemical, fluorescence polarization, TAMRA-MyoIIA peptide; AID 652163, 2013; inhibition, % at 10.7 µM; 0.14% of 360,000 active; Protein S100-A4 (Homo sapiens), P26447;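 active means mean inhibition of at least 70% across replicates, with every replicate also reaching that level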
Target sequence (P26447 whole entry, looked up): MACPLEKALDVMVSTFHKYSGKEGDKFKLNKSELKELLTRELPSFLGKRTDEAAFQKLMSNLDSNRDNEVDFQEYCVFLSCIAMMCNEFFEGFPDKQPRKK
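assay system = human S100A4 monomer with TAMRA-labelled myosin IIA peptide | also added = labelled myosin peptide probe, 5 nM | incubation = 5 min between mix addition and reading | control set = DMSO and TFP controls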
Statin myotox sup – suppressors of statin myotoxicity in C2C12 myotubes, primary screen, cell-based, single point, plate reader; rescue of ATP level, % at 7.49 µM; C2C12 myotubes + simvastatin, ATP luminescence, 48 h; scaled: DMSO 0, geranylgeraniol control 100; 0.78% of 330,000 active;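 active means mean ATP rescue above about 67%, or every replicate alone reaching that limit, limit read from the data, passing the limit was not always enough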;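 further: myotubes were challenged with 10 µM simvastatin during compound exposure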
ERAP1 inh – human ERAP1 aminopeptidase inhibitors, primary screen, biochemical, single point, plate reader; Endoplasmic reticulum aminopeptidase 1 (Homo sapiens), Q9NZ08; recombinant ERAP1, Leu-AMC fluorescence, 60 min; inhibition, % at 10.7 µM; 0.15% of 340,000 active;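 active means mean replicate inhibition of at least 30%, or all replicates individually reaching that 30% level; inactive means mean below 30% and not every replicate reaching it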;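 further: 0% = neutral control wells and 100% = L-leucinethiol positive control wells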
Target sequence (Q9NZ08 whole entry, looked up): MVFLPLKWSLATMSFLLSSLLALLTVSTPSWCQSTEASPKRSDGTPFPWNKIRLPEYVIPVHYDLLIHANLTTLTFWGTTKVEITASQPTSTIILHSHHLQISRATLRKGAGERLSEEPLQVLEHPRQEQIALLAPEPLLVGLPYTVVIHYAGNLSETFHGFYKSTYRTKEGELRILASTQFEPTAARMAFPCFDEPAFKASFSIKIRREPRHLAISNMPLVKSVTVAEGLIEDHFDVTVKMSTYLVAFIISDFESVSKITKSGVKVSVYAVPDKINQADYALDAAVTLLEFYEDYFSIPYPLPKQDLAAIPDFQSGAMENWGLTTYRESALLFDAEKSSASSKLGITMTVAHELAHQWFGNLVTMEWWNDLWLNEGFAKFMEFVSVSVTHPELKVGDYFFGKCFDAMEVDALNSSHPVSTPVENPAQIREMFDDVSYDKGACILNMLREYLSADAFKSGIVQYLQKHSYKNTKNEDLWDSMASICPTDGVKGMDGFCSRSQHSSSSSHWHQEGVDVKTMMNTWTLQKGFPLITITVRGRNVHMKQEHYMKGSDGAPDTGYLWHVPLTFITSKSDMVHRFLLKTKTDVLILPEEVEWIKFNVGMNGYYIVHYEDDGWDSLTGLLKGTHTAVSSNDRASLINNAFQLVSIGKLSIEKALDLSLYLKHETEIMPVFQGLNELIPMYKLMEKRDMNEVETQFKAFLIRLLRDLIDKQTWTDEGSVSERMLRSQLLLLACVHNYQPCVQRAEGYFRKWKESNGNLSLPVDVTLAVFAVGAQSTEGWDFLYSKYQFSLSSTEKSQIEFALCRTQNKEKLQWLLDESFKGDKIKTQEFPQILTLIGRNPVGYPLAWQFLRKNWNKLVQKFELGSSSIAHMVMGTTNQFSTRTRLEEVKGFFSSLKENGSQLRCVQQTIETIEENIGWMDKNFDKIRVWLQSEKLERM
LGR2 antag – inhibitors of bursicon-induced LGR2 CRE-luciferase signal, primary screen, cell-based, HEK293, CRE-luciferase reporter, bursicon stimulation. Drosophila bursicon receptor LGR2 (rickets). bursicon-stimulated, 4 h. inhibition, % at 9.99 µM. 0.35% of 380,000 active. AID 720647, 2013;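 active means drop in luminescence signal, shown as inhibition above about 50% in the replicate tests, limit read from the data, passing the limit was not always enough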;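 further: agonist challenge used bursicon conditioned medium at about half maximal strength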
Active calls of the source: *; . = not tested or not shown. An excerpt. The share of hits here may be higher or lower than overall.

SMILES	Cneo AK release	PGC1a acetyl inh	SIRT5 inh	Xi reactivation	S100A4 inh HTS	Statin myotox sup	ERAP1 inh	LGR2 antag
COc1ccccc1CNC(=S)NC1CCCCC1	44	-6	1	-0.1	-5	3	-1	-2
O=S(=O)(/N=C(/Nc1ccccc1F)c1ccccc1)c1ccccc1	2	8	.	.	.	12	.	16
Cc1ccc(C2/C(=C(\O)c3ccc4c(c3)OCCO4)C(=O)C(=O)N2Cc2cccnc2)cc1 (stereo unspecified)	3	-3	-1	0.1	-3	5	7	-5
C[C@H](CO)N1C[C@H](C)[C@H](CN(C)CC2CCCCC2)Oc2ncc(-c3ccc(F)cc3)cc2C1=O	-2	1	2	0.3	-6	-5	-15	2
CCOC(=O)[C@]12CCC=C1N(Cc1ccco1)C(=O)[C@H](CC(=O)NCc1ccccc1)C2	.	.	0	-0.1	-3	.	0	11
CCCN1[C@@H]2c3ccc(-c4cccnc4)c(=O)n3C[C@@H]2[C@@H](CO)[C@@H]1C(=O)NCCN1CCCC1	0	-8	2	0.0	.	-10	.	0
COc1ccccc1CNC(=O)C[C@@H]1C[C@@H]2c3cc(NS(=O)(=O)c4ccc(F)cc4)ccc3O[C@@H]2[C@H](CO)O1	-4	-5	2	-0.1	-3	3	-3	29
C=CCNc1nc(N)c([N+](=O)[O-])c(N2CCCCCC2)n1	0	.	1	0.0	1	11	3	3
O=C(COc1ccc(-n2ccnc2)cc1)Nc1cccc(Cl)c1	.	6	23*	0.3	-3	.	0	0
COc1cccc(C(=O)Nc2ccccc2C(=O)NC2CC2)c1	0	.	-3	0.0	-3	.	-1	8
CC(C)(CNC(=O)c1cccc(S(=O)(=O)N2CCCCC2)c1)N1CCOCC1	0	9	-1	0.0	-3	6	-6	.
O=C(NCc1ccc(F)cc1)c1cc(C2CCCN(C(=O)CCCc3ccccc3)C2)on1 (stereo unspecified)	1	-18	-1	-0.1	-3	13	-6	9
CN(C(=O)COC(=O)CNC(=O)C1CCCCC1)c1ccccc1	6	2	-2	0.2	0	1	-3	5
CC(=O)c1ccc(Nc2ccc(-c3ccccc3C)nn2)cc1	.	-5	1	0.0	-7	17	4	-62
O=C(N/N=C1/CCCc2ccccc21)c1cc([N+](=O)[O-])cc([N+](=O)[O-])c1	.	.	1	0.0	5	.	3	23

An excerpt from above, limited to Cneo AK release and ERAP1 inh.
Molecule | Cneo AK release | ERAP1 inh
CN(C(=O)COC(=O)CNC(=O)C1CCCCC1)c1ccccc1 | 6 | -3
C=CCNc1nc(N)c([N+](=O)[O-])c(N2CCCCCC2)n1 | 0 | 3

Further entries:
SMILES	Cneo AK release	PGC1a acetyl inh	SIRT5 inh	Xi reactivation	S100A4 inh HTS	Statin myotox sup	ERAP1 inh	LGR2 antag
CC(C)(C)c1ccc(S(=O)(=O)NC(=O)C2(C)CCN2C(=O)Cc2cccc3ccccc23)cc1 (stereo unspecified)	2	2	2	0.2	2	7	-4	8
CCC(=O)N1CCN(c2ccc(NC(=O)c3ccc(N4CCOCC4)c([N+](=O)[O-])c3)cc2)CC1	-1	.	-2	0.2	0	.	-5	-1
O=C(NNc1nc2c(F)cccc2s1)c1ccc(F)cc1	.	2	-3	0.0	-2	.	4	12
COc1ccccc1-c1ccccc1[C@@H]1[C@@H](C#N)N(C(=O)C2CCC2)[C@@H]1CO	.	-3	-1	0.2	-5	.	0	9
Oc1ccccc1C=NC1CCCCC1N=Cc1ccccc1O (stereo unspecified)	.	0	-2	0.3	-10	.	1	0
CN(C)c1cccc(C(=O)OCC(=O)NC(=O)NCc2ccccc2)c1	-2	19	-1	-0.1	-5	5	-6	3
O=C(COC(=O)/C=C/c1ccco1)NCCN1C(=O)CSC1=O	0	8	2	-0.1	5	25	-1	-5
CC(=O)N1c2ccc(S(=O)(=O)N3CCCCC3)cc2CC1C(=O)NCc1ccccc1C (stereo unspecified)	0	0	-3	0.0	-2	-7	1	-4
Cc1ccccc1C(=O)NNC(=O)C1CC(=O)N(c2ccc3c(c2)OCCO3)C1 (stereo unspecified)	0	2	-2	-0.1	-3	30	1	24
O=C(C[n+]1cc(Br)cc2ccccc21)c1ccccc1	-1	.	-8	0.2	-12	10	3	17
C[C@@H]1CN([C@H](C)CO)C(=O)c2cccc(NC(=O)c3ccncc3)c2O[C@H]1CN(C)Cc1ccc(Cl)c(Cl)c1	0	-18	1	0.1	8	-22	-3	16
COc1ccc(NC(=O)CS(=O)CC(=O)Nc2ccc(NC(C)=O)cc2)cc1 (stereo unspecified)	1	-4	-1	0.0	-2	-19	-3	-19
COc1ccc(S(=O)(=O)N(C)C[C@@H]2OCCCC[C@H](C)Oc3ccc(NC(=O)Nc4ccccc4)cc3C(=O)N([C@H](C)CO)C[C@@H]2C)cc1	1	-10	.	0.7	.	.	.	21
CCOC(=O)C1=C(C)NC(C)=C(C(=O)OCC)C1c1ccc(Br)o1	2	-7	0	-0.1	0	34	0	19
COc1cccc(NC(=O)N[C@H]2CC[C@@H](CC(=O)NCc3ccccn3)O[C@@H]2CO)c1	4	1	5	-0.1	3	-3	1	3
O=C(C[C@@H]1CC[C@@H](NC(=O)Nc2cc(F)ccc2F)[C@@H](CO)O1)NCc1ccncn1	2	-6	7	-0.1	6	4	-4	1
Cc1ccccc1CSCC(=O)NNC(=S)NCC1CCCO1 (stereo unspecified)	3	.	-3	0.0	3	-7	-4	3
COCC(=O)N(C)C[C@@H]1Oc2cc(C3=CCCCC3)ccc2S(=O)(=O)N([C@@H](C)CO)C[C@H]1C	2	-7	4	0.1	-4	-17	11	7
Clc1ccc(-c2nnc(N3CCOCC3)o2)cc1	-3	4	-10	0.0	1	3	.	.
Cc1cccc(C)c1NC(=O)CNC(=O)CCC(=O)N1CCOCC1	-1	.	-7	-0.1	-2	2	-6	-6
O=C(C[C@@H]1CC[C@@H](NC(=O)Nc2ccc3c(c2)OCO3)[C@@H](CO)O1)NCc1ccc(F)cc1	4	-1	-1	-0.5	11	-5	-3	-1
Cc1ccc(C2=NOC(C)(c3nnc(-c4ccncc4)o3)C2)cc1 (stereo unspecified)	1	.	.	-0.1	-8	-6	-2	8
COc1cccc(-c2ccc3c(c2)O[C@H](CN(C)Cc2cccnc2)[C@H](C)CN([C@H](C)CO)S3(=O)=O)c1	3	-1	-3	0.0	0	-33	4	15
C[C@H]1CN([C@@H](C)CO)S(=O)(=O)c2ccc(C#CC3CC3)cc2O[C@@H]1CN(C)Cc1ccc(F)cc1	41	12	19*	0.7	-19	-29	0	15
CCCN1[C@@H]2c3ccc(C4=CCCCC4)c(=O)n3C[C@H]1[C@H](CO)[C@H]2C(=O)Nc1ccccc1	-2	.	5	0.3	4	-10	-1	-2
CC(=O)Nc1nc2c(ccc3ccccc32)s1	1	.	-1	0.0	6	-11	0	-7
C#CC(CC)(CC)NC(=O)Nc1ccccc1C(=O)OC	-2	-1	13	0.0	7	12	-1	5
Nc1c(N=O)c(=O)[nH]c(=O)n1-c1ccccc1	.	.	4	0.1	3	.	1	9
Cc1ccc(C(=O)NC(C(=O)Nc2cccc(S(N)(=O)=O)c2)C(C)C)cc1 (stereo unspecified)	0	10	2	0.0	-6	8	-1	0
CCCNC(=O)N(C)C[C@H]1Oc2ncc(C#CC(C)C)cc2C(=O)N([C@H](C)CO)C[C@@H]1C	1	0	-2	-0.4	19	22	-2	3

Brought forward from above: four entries, then new ones.
SMILES	Cneo AK release	PGC1a acetyl inh	SIRT5 inh	Xi reactivation	S100A4 inh HTS	Statin myotox sup	ERAP1 inh	LGR2 antag
C#CC(CC)(CC)NC(=O)Nc1ccccc1C(=O)OC	-2	-1	13	0.0	7	12	-1	5
Nc1c(N=O)c(=O)[nH]c(=O)n1-c1ccccc1	.	.	4	0.1	3	.	1	9
Cc1ccc(C(=O)NC(C(=O)Nc2cccc(S(N)(=O)=O)c2)C(C)C)cc1 (stereo unspecified)	0	10	2	0.0	-6	8	-1	0
CCCNC(=O)N(C)C[C@H]1Oc2ncc(C#CC(C)C)cc2C(=O)N([C@H](C)CO)C[C@@H]1C	1	0	-2	-0.4	19	22	-2	3
NNC(=O)c1ncoc1-c1ccc(Cl)cc1	.	.	-3	0.0	1	.	.	-6
COc1ccc(NC(=O)O[C@@H](C)[C@@H]2CN3CCc4c([nH]c5ccc(-c6ccc(OC)cc6)cc45)[C@@H]3C[C@@H]2N(C)C(=O)Nc2ccc(OC)cc2)cc1	-2	-11	6	0.1	-2	11	.	-7
CCCc1cc(C(=O)N2CCC(N3CCC(C(=O)NC(C)C)CC3)CC2)n(C)n1	-2	-2	0	0.3	-2	7	-5	-8
COc1ccc(OC)c(C(=O)COC(=O)c2[nH]c(C)c(C(C)=O)c2C)c1	.	.	-4	0.0	1	.	-3	-10
Cc1cn([C@H]2C[C@H](O)[C@@H](CNCc3ccc(F)c(N4CCOCC4)c3)O2)c(=O)[nH]c1=O	0	10	-6	0.1	11	-2	-4	-7
CC=Cc1ccc2n(c1=O)C[C@H]1[C@H](CO)[C@@H](C(=O)NCC3CC3)N(CC3CCOCC3)[C@@H]21 (mixture of isomers)	0	.	-7	0.0	13	0	1	11
CCOC(=O)CN(C(=O)CNC(=O)c1cccs1)C(C(=O)NC1CCCC1)c1ccncc1 (stereo unspecified)	.	.	2	0.0	15	.	3	7
COc1ccccc1S(=O)(=O)N[C@@H]1CC[C@@H](CC(=O)N2CCN(C)CC2)O[C@@H]1CO	-2	4	-2	0.2	-51	7	3	2
Cc1sc2ncnc(N3CCN(CCOc4ccc(Cl)cc4)CC3)c2c1C	2	-17	-2	.	-2	-24	0	14
COc1ccc(S(=O)(=O)Nc2cccc3c2O[C@H](CN(C)S(=O)(=O)c2ccccc2)[C@@H](C)CN([C@@H](C)CO)C3=O)cc1	6	1	.	-0.8	.	-3	.	-10
O=C(COC(=O)CNC(=O)c1ccc(Cl)cc1Cl)NNC(=O)c1ccccc1	0	.	-1	0.2	-8	-4	-2	-3
Cn1nc(C(F)(F)F)c(-c2ccc(F)cc2)c1NC(=O)c1cccnc1	1	10	-3	0.0	-7	.	-2	-5
O=C(COc1ccccc1)N1CCCCCCC1	-2	13	.	0.0	6	3	-2	8
C[C@H]1CN([C@@H](C)CO)C(=O)c2cc(NC(=O)Nc3ccccc3)ccc2O[C@@H]1CN(C)S(C)(=O)=O	-6	4	-1	0.2	8	-2	1	16
CC1(C)CC(NC(=O)C23CCC(C)(C(=O)C2=O)C3(C)C)CC(C)(C)N1 (stereo unspecified)	0	-2	-3	-0.1	-1	12	-4	0
Cc1c(NC(=O)CN2C(=O)NC3(CCCCC3)C2=O)c(=O)n(-c2ccccc2)n1C	5	17	0	0.0	8	8	2	2

Source: PubChem BioAssay (Broad Institute)
